PfGluPho inh = PfG6PD (Plasmodium falciparum) enzyme inhibition | PfGluPho enzyme, NADPH resazurin-diaphorase fluorescence | inhibition, % at 20 µM | actives 0.78% (n = 350,000);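 active = inhibition reaching at least a set limit at 20 µM in the primary screen, cut at about 59% in these data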;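 note: 0% = DMSO wells with substrate and 100% = DMSO wells lacking glucose-6-phosphate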
NALP3 yeast inh = inhibitors of NALP3 inflammasome in yeast. Yeast reconstituted NLRP3/ASC/caspase-1, beta-gal luminescence, 24 h. inhibition, % at 10 µM. actives 0.39% (n = 330,000). AID 2825;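 active = inhibition of 50% or more; inactive = inhibition below 50%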;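 note: plate controls were induced DMSO wells for no effect and uninduced yeast grown without galactose for full effect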
SENP8 block-1 = inhibitors of human SENP8 protease; Q96LD8; purified SENP8, Z-RLRGG-aminoluciferin cleavage, luminescence; inhibition, % at 10 µM; actives 1.2% (n = 330,000); AID 2540; in the data active = inhibition above about 50%
SENP8 block-2 = SENP8 (human) protease inhibition. Q96LD8. inhibition, % at 20 µM. actives 0.64% (n = 360,000). recombinant SENP8, Nedd8 substrate fluorescence. AID 602440; in the data active = inhibition mostly above about 40%, no sharp cut-off; inactive = mostly below about 27%
SENP6 inh = SENP6 protease inhibition | Q9GZR1 | inhibition, % at 10 µM | actives 1.8% (n = 330,000) | Recombinant SENP6 catalytic domain, aminoluciferin luminescence;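 active = inhibition above about 50% at the single tested dose, limit read from the data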;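 note: plate controls were DMSO wells with enzyme for no effect and DMSO wells lacking enzyme for full effect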
Target sequence (Q9GZR1 628-1112 limits assumed): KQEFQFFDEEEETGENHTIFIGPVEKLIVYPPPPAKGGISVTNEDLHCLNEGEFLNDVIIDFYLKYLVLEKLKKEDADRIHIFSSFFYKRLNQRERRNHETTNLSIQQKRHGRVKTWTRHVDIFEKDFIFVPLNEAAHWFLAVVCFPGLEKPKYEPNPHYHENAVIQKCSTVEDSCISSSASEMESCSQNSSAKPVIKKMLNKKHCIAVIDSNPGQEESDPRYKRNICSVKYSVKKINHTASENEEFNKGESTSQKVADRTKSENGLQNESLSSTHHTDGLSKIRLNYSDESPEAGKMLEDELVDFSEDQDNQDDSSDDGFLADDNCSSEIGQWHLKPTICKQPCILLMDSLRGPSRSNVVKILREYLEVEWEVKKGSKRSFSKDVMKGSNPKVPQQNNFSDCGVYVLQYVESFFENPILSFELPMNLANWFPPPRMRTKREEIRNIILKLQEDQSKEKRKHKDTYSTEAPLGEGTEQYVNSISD
Apaf1 inhib = blocks human Apaf-1 apoptosome activity | inhibition, % at 20 µM | reconstituted apoptosome caspase-3 activity, DEVD-Rh110 fluorescence | actives 0.71% (n = 330,000); active = inhibition of at least 40% at 20 µM;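 note: plate controls were DMSO wells for no effect and DEVD-CHO caspase inhibitor wells for full effect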
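detection = Rh110 fluorescence intensity | test system = biochemical Apaf-1 apoptosome reconstitution | also added = cytochrome c and DEVD-Rh110 substrate | schedule = 30 min plus 50 min, RT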
HKDC1 inhibitor = HKDC1 (human) hexokinase inhibition. Q2TB90. recombinant HKDC1, G6PDH/diaphorase resazurin coupled fluorescence. inhibition, % at 20 µM. actives 0.16% (n = 340,000);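 active = inhibition above about 35% when tested at 20 µM, limit read from the data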;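 note: plate controls were DMSO wells with enzyme for no effect and DMSO wells lacking enzyme for full effect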
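Incubation: 90 min at room temperature in dark / Material: recombinant HKDC1 (HK5) hexokinase enzyme, produced in-house / Quantity: enzyme 5 µg/mL final / Compound: one dose of 20 µM, 1% DMSO / Reagent: glucose and ATP substrates / Buffer or medium: Tris pH 8.0 buffer with MgCl2, Tween-20, BSA, BME / Technique: resorufin fluorescence at 613 nm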
SENP1 inh = inhibitors of human SENP1 SUMO protease catalytic domain | recombinant SENP1 catalytic domain, CyPet-SUMO1-YPet FRET cleavage | inhibition, % at 10 µM | actives 0.21% (n = 360,000);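 active = inhibition at least 30% at 10 µM, raw YFP signal under a set limit, fluorescence ratio 0.5 to 1.5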;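 note: 0% = enzyme with DMSO and 100% = no enzyme wells; some results filed as inactive read as strong as hits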
Target sequence (Q9P0U3 419-644 limits assumed): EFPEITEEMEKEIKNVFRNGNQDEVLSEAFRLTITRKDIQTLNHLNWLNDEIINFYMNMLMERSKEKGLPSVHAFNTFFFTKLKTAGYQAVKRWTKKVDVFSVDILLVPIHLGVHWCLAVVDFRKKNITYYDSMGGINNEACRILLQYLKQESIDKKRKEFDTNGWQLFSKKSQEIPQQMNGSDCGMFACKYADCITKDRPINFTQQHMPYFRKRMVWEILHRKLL
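Assay system: hSENP1 catalytic domain, recombinant. Amount: SENP1 enzyme, 20 pM final. Schedule: 50 min reaction, RT, dark. Technique: FRET, CFP and YFP emission. Control set: no-enzyme wells low, DMSO-plus-enzyme wells high control.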
SENP7 inh = blocks the human protease SENP7 | recombinant SENP7, Z-RLRGG-aminoluciferin luminescence, 40 min | inhibition, % at 5 µM | actives 1.5% (n = 330,000) | AID 434973;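 active = inhibition above about 50% at the single test dose, limit read from the data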;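 note: plate controls were DMSO with enzyme for no effect and no enzyme buffer wells for full effect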
Target sequence (Q9BQF6 706-1050 limits assumed): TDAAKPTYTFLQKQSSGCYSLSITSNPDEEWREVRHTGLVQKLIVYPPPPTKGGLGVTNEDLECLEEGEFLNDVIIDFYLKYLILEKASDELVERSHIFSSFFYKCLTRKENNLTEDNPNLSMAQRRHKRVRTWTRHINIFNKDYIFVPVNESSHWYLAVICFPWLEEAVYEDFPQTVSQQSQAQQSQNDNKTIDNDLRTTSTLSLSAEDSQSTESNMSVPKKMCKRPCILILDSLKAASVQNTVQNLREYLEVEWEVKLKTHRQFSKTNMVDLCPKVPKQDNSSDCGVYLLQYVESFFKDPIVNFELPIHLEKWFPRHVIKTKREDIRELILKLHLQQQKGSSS
Active calls of the source: *; x = no result given.

1: O=C(NC1CCCCC1)[C@@H]1CC=C[C@@H]2CCN(C3CCCCC3)C(=O)[C@@H]21
2: O=C(c1cc([N+](=O)[O-])ccc1Cl)N1CCN(c2ccccn2)CC1
3: Cc1cccc(-n2ncc3c(NCc4cccs4)ncnc32)c1
4: Cc1ccc(-n2cc(C(=O)c3ccc4ccccc4c3O)cn2)cc1
5: Cc1sc2ncnc(SCC(=O)N3c4ccccc4Sc4ccc(Cl)cc43)c2c1C
6: CCOC(=O)/C(C)=C1\NC(C)(C)Cc2ccccc21
assay / entry	1	2	3	4	5	6
PfGluPho inh	-6	-12	46	7	11	54
NALP3 yeast inh	4	7	17	12	7	x
SENP8 block-1	-9	-10	-12	1	-4	x
SENP8 block-2	20	11	15	14	-5	14
SENP6 inh	-9	-2	-17	4	7	x
Apaf1 inhib	4	-8	-10	-1	14	x
HKDC1 inhibitor	-5	-3	12	13	-5	-5
SENP1 inh	2	4	2	13	3	3
SENP7 inh	13	5	-8	1	-5	x

7: Cc1oc(-c2ccoc2)nc1CN(Cc1ccccc1)CC1CC1
8: CCc1ccc(-c2cc3c(=O)n(CC(=O)NCCN4CCCCC4C)nc(C)n3n2)cc1 (stereo not drawn)
9: COc1cccc(CN(C)C(=O)C2CCN(S(=O)(=O)c3ccc(C)cc3)CC2)c1OC
10: COc1ccc(N(CC(=O)N/N=C/c2ccc(OC3CSC3)cc2)S(=O)(=O)c2ccccc2)cc1
11: COc1ccc(OC)c(CN2CCN(Cc3cc(=O)oc4cc(O)ccc34)CC2)c1
12: Cc1ccc2cc(C(c3nnnn3CC3CCCO3)N3CCc4ccccc4C3)c(=O)[nH]c2c1 (stereo not drawn)
assay / entry	7	8	9	10	11	12
PfGluPho inh	-17	-3	-12	-2	-1	10
NALP3 yeast inh	3	13	16	15	2	14
SENP8 block-1	-11	-29	-13	0	-3	74*
SENP8 block-2	6	10	0	7	-272	-50
SENP6 inh	-20	-23	-2	11	-14	7
Apaf1 inhib	13	18	5	-7	2	87*
HKDC1 inhibitor	-3	-3	-3	0	-1	14
SENP1 inh	-3	-1	1	1	-23	-57
SENP7 inh	-7	-17	-3	2	-1	86*

13: COc1ccc(N2CCN(CCNC(=O)c3c(C)cc(=O)oc3C)CC2)cc1
14: O=[N+]([O-])c1cccc(S(=O)(=O)NCC2CC3CCC2C3)c1 (stereo not drawn)
15: COc1ccccc1N1CCN(c2cc(=O)n(Cc3ccc(F)cc3)c(=O)[nH]2)CC1
16: COc1ccccc1C(=O)Nc1ccc(-c2nnc(SCC(=O)O)n2C)cc1
17: COC(=O)c1sc(S(=O)(=O)Nc2c(C)nn(C)c2C)c(C(=O)OC)c1C
18: CCn1c(SCC(=O)N2CCc3ccccc32)nnc1-c1ccncc1
assay / entry	13	14	15	16	17	18
PfGluPho inh	-3	8	3	28	0	28
NALP3 yeast inh	67*	5	13	20	11	-1
SENP8 block-1	-9	-10	-4	-8	0	-3
SENP8 block-2	14	16	4	-34	4	9
SENP6 inh	1	-29	-8	0	-9	-6
Apaf1 inhib	2	12	15	4	1	8
HKDC1 inhibitor	-15	-1	-3	-3	-1	-1
SENP1 inh	-2	1	-1	0	-1	-1
SENP7 inh	-4	-10	-4	-4	-7	-8

19: CN1CCN(C(=O)c2ccc(N3CCCC3=O)cc2)CC1
20: NC1=NC(=O)C2(COC(c3ccccc3Cl)OC2)S1 (stereo not drawn)
21: CCOC(=O)c1ccc2c(c1)N(Cc1ccccc1C)C(=O)c1ccccc1S2=O (stereo not drawn)
22: O=C(NCc1cccnc1)Nc1ccc(Br)cc1Cl
23: COc1ccccc1/C=C/C(=O)Nc1ccc(N2CCOCC2)cc1
24: O=C1CCC(C(=O)N2CCc3ccccc3C2)CN1CCCN1CCOCC1 (stereo not drawn)
assay / entry	19	20	21	22	23	24
PfGluPho inh	-21	-1	15	14	-1	9
NALP3 yeast inh	2	-18	11	19	2	6
SENP8 block-1	-7	1	2	-16	-21	0
SENP8 block-2	22	11	12	4	11	6
SENP6 inh	-6	-10	4	-20	10	4
Apaf1 inhib	-1	6	8	15	-1	12
HKDC1 inhibitor	-2	-2	-8	-3	-1	-10
SENP1 inh	1	1	-1	0	1	1
SENP7 inh	-10	-15	5	-14	2	5

5 compounds from above, reduced to SENP6 inh, SENP7 inh and PfGluPho inh.
No.	canonical_smiles	SENP6 inh	SENP7 inh	PfGluPho inh
19	CN1CCN(C(=O)c2ccc(N3CCCC3=O)cc2)CC1	-6	-10	-21
20	NC1=NC(=O)C2(COC(c3ccccc3Cl)OC2)S1 (stereo not drawn)	-10	-15	-1
21	CCOC(=O)c1ccc2c(c1)N(Cc1ccccc1C)C(=O)c1ccccc1S2=O (stereo not drawn)	4	5	15
22	O=C(NCc1cccnc1)Nc1ccc(Br)cc1Cl	-20	-14	14
23	COc1ccccc1/C=C/C(=O)Nc1ccc(N2CCOCC2)cc1	10	2	-1

(more compounds)
25: O=C(c1ccc(Cl)c(S(=O)(=O)N2CCCC2)c1)N1CCN(Cc2ccccc2)CC1
26: CN1CCN(c2nc(Nc3ccccc3)nc(N)c2[N+](=O)[O-])CC1
27: CCCOc1ccc(-c2csc3nc[nH]c(=O)c23)cc1
28: S=C(NC1CCCCC1)c1ccc2c(c1)OCO2
29: Cc1ccc(-c2nc3sc(C(N)=O)c(N)c3c3c2CCCC3)cc1
30: CCOc1ccccc1NC(=O)COC(=O)CCOc1cc(C)ccc1C
assay / entry	25	26	27	28	29	30
PfGluPho inh	-15	-18	-8	26	27	0
NALP3 yeast inh	x	-4	31	8	21	15
SENP8 block-1	x	-8	-16	4	-3	11
SENP8 block-2	2	21	8	35	-341	15
SENP6 inh	x	-28	-14	1	-6	2
Apaf1 inhib	x	-17	11	-13	12	18
HKDC1 inhibitor	1	1	-4	-8	2	-1
SENP1 inh	1	2	1	0	-27	4
SENP7 inh	x	6	10	0	1	5

31: Cc1ccc(SCC(=O)N2N=CCC2c2ccccc2)cc1 (stereo not drawn)
32: COc1ccc(N2C(=O)CCC(C(=O)c3ccccc3)=C2C)cc1
33: Cc1nn(-c2ccccn2)c2nc(-c3cccs3)cc(C(=O)N3CCOCC3)c12
34: CC(C)(C)C1CC=C2C(C#N)=C(N)C(C#N)(C#N)C(c3cccs3)C2C1 (stereo not drawn)
35: CCOc1ccccc1N=Cc1c(O)c2ccccc2oc1=O
36: CCOC(=O)c1sc2ncn(/N=C/c3ccc(O)cc3)c(=O)c2c1C
assay / entry	31	32	33	34	35	36
PfGluPho inh	-1	-9	-13	x	-2	8
NALP3 yeast inh	-54	10	8	12	13	15
SENP8 block-1	2	2	-6	-6	7	0
SENP8 block-2	6	19	-343	x	-282	-25
SENP6 inh	8	-6	8	-17	1	-16
Apaf1 inhib	6	3	8	21	-1	3
HKDC1 inhibitor	-4	-10	0	x	0	-3
SENP1 inh	0	0	-7	x	-74	8
SENP7 inh	6	-5	-8	9	-2	3

37: Cc1nc(C)c(-c2ccccc2)c(=O)[nH]1
38: O=C(/C=C/Nc1cccc(O)c1)c1ccccc1
39: COc1ccc(Oc2nc(C)cc(C)c2C#N)cc1
40: Cc1cccc(C(=O)OCC(=O)NCC(C)C)c1O
41: Cc1cc(C(F)F)n2nc(C(=O)Nc3sc4c(c3C#N)CCC(C)C4)nc2n1 (stereo not drawn)
42: Cc1nc2c(sc(=S)n2Cc2ccco2)c(=O)n1CC(=O)Nc1cc(F)ccc1F
assay / entry	37	38	39	40	41	42
PfGluPho inh	-3	-1	-6	-11	-1	-5
NALP3 yeast inh	-4	21	4	16	5	5
SENP8 block-1	-9	96*	4	3	8	5
SENP8 block-2	11	-90	-4	0	5	18
SENP6 inh	-27	97*	5	9	1	-3
Apaf1 inhib	-7	11	-6	1	4	16
HKDC1 inhibitor	-6	-5	5	16	1	-2
SENP1 inh	3	-30	-27	-1	0	2
SENP7 inh	11	98*	5	9	4	-2

5 compounds picked at random from the list so far:
41: Cc1cc(C(F)F)n2nc(C(=O)Nc3sc4c(c3C#N)CCC(C)C4)nc2n1 (stereo not drawn)
42: Cc1nc2c(sc(=S)n2Cc2ccco2)c(=O)n1CC(=O)Nc1cc(F)ccc1F
37: Cc1nc(C)c(-c2ccccc2)c(=O)[nH]1
38: O=C(/C=C/Nc1cccc(O)c1)c1ccccc1
40: Cc1cccc(C(=O)OCC(=O)NCC(C)C)c1O
assay / entry	41	42	37	38	40
PfGluPho inh	-1	-5	-3	-1	-11
NALP3 yeast inh	5	5	-4	21	16
SENP8 block-1	8	5	-9	96*	3
SENP8 block-2	5	18	11	-90	0
SENP6 inh	1	-3	-27	97*	9
Apaf1 inhib	4	16	-7	11	1
HKDC1 inhibitor	1	-2	-6	-5	16
SENP1 inh	0	2	3	-30	-1
SENP7 inh	4	-2	11	98*	9

Continuation.
43: CN(C)CCCN(C(=O)c1ccc2c(c1)OCCO2)c1nc2cc3c(cc2s1)OCO3
44: O=C(COc1ncnc2sccc12)NC1CCS(=O)(=O)C1 (stereo not drawn)
45: COc1ccc2[nH]c(=O)c(C(c3nnnn3CC3CCCO3)N3CCCCC3)cc2c1 (stereo not drawn)
46: Cc1ccc(NC2=CC(=O)CC(C)(C)C2)c(N)c1
47: CCN1C(=O)c2cccc3c(S(=O)(=O)Nc4ccccc4)ccc1c23
48: C/C(=N/NC(=O)c1cc(C(C)C)[nH]n1)c1cccs1
assay / entry	43	44	45	46	47	48
PfGluPho inh	0	-6	13	-7	-10	3
NALP3 yeast inh	10	-6	9	5	1	17
SENP8 block-1	2	11	5	-7	-4	20
SENP8 block-2	10	-29	-204	-36	-99	13
SENP6 inh	-12	-14	-10	-8	-10	-25
Apaf1 inhib	-1	-21	3	8	16	4
HKDC1 inhibitor	-10	2	-7	-3	12	-3
SENP1 inh	2	-60	-6	-19	-33	0
SENP7 inh	9	10	10	13	-3	50

49: O=C(NC1CCCCC1)C1CC(=O)N(c2ccccc2)C1 (stereo not drawn)
50: N#C/C(=C/c1ccc(-c2ccc(S(N)(=O)=O)cc2)o1)c1nc2ccccc2s1
51: CCOc1cc(N2CCOCC2)c(OCC)cc1NC(=O)CN1C(=O)NC(C)(C2CC2)C1=O (stereo not drawn)
52: COC(=O)c1ccc(CNC(=O)C(C)N=C2NS(=O)(=O)c3ccccc32)cc1 (stereo not drawn)
53: CCCn1c(NC(=O)CCNC(=O)c2ccccc2Cl)nc2ccccc21
54: CNC(=O)c1ccc(Nc2nnc(-c3ccc(C)c(S(N)(=O)=O)c3)c3ccccc23)cc1
55: Cc1ccn2c(Nc3ccccc3C)c(-c3ccccn3)nc2c1
56: CCOC(=O)Cn1c2ccccc2c2nc(C)sc21
assay / entry	49	50	51	52	53	54	55	56
PfGluPho inh	-6	4	-3	-3	-8	16	49	-4
NALP3 yeast inh	10	6	11	14	7	9	46	12
SENP8 block-1	1	9	-8	0	-6	-1	2	2
SENP8 block-2	10	-4	0	10	-12	-282	-154	18
SENP6 inh	-6	4	-4	8	-5	8	20	15
Apaf1 inhib	1	20	-7	-8	15	9	1	-8
HKDC1 inhibitor	4	-7	-7	-2	-5	6	1	-7
SENP1 inh	1	-29	0	0	-6	-5	0	-1
SENP7 inh	1	6	1	-1	-11	1	8	-7
